# EPAC1 agonist: agonists of human EPAC1. O95398. EPAC1 agonist qHTS, biochemical assay; response scale: 100% = response to 6.5 mM cAMP. Potency, µM (titrated, usually from 154 µM), for the others: top-dose activation, actives largely listed as activators. hit rate 0.073% among 360,000. AID 720707; note: potency is the fitted concentration of half-maximal effect; nearly all actives have a fitted effect of over 60% in size
#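 Fluorescent GDP-exchange assay: 100 nM EPAC1 with 250 nM Rap1B preloaded with BODIPY-GDP and 50 uM GDP; compounds tested as concentration series, 5 min at room temperature, then read every 5 min for 30 min (ex 480/em 540 nm); normalized to 6.5 mM cAMP.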
# Abeta rescue: restores growth of yeast expressing A-beta42 peptide; yeast expressing A-beta42, growth rescue, OD600, 48 h; response scale: 0% DMSO, 100% iron-clioquinol control; Potency, µM (highest dose often 46.1 µM), without a hit: at the top dose growth rescue, hits mostly activators; hit rate 0.063% among 410,000; AID 1347071; note: potency is the fitted concentration of half-maximal effect; nearly all actives have a fitted effect of over 55% in size
#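 Growth rescue measured by 600 nm absorbance after 48 h yeast culture at 30 C with compound. Values normalized between DMSO and an equimolar ferric chloride plus clioquinol control.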
# EPAC1 antag: blocks human EPAC1 exchange factor; hit rate 0.14% among 360,000; Potency, µM (series often up to 115 µM), inactives show at the highest dose activity change, negative = inhibition, usual class: inhibitors; EPAC1 GEF assay, Rap1b-BODIPY-GDP exchange fluorescence; O95398;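 note: potency is the fitted concentration of half-maximal effect; plate controls were vehicle for no effect and positive control for full effect; nearly all actives have a fitted effect of over 50% in size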
# FUS yeast rescue: suppressors of FUS proteinopathy in yeast | S. cerevisiae FUS-expressing, growth rescue, OD600, 24 h | Potency, µM (doses to about 76.6 µM), without a hit: top-dose growth rescue (activation), actives largely listed as activators | hit rate 0.24% among 390,000 | AID 1347120;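 note: potency is the fitted concentration of half-maximal effect; plate controls were DMSO vehicle for no effect and reference control for full effect; nearly all actives have a fitted effect of over 55% in size; some results filed as inactive show a strong effect at the top dose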
#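 Cultures pregrown in 2.5% raffinose medium are shifted to minimal medium containing 2% galactose to express toxic FUS. Compounds are tested at several concentrations. After 24hr at 30C, growth is quantified at 600 nm absorbance.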
# IL2 activator: IL-2 activation; hit rate 0.065% among 360,000; activation, % (series mostly up to about 46 µM); IL-2 activation reporter assay, cell-based qHTS; stimulated with anti-CD3/CD4/CD28 beads; in transgenic mouse T cells; AID 652025; in the data active = activation above about 50%; inconclusive = mostly about 30% to 49%; note: 0% is about no effect
#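 Readout is EGFP and DsRed signal by fluorescent plate cytometry after 18 h at 37 degrees C. Transgenic mouse T cells (750/well) received compound for 60 min before bead stimulation (anti-CD3, anti-CD4, anti-CD28); memory T cells served as non-tolerant control.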
# PLK1 PBD inh: inhibitors of human PLK1 polo-box domain binding. AID 720504. P53350. hit rate 2.8% among 360,000. Potency, µM, for inactives: max response, negative = inhibition, most hits filed as inhibitors. Plk1 PBD binding of FITC phosphopeptide, fluorescence polarization; note: potency is the fitted concentration of half-maximal effect; series mostly up to about 57 µM; % is set by controls: 0 for no effect and ±100 for the full control effect; nearly all actives have a fitted effect of over 65% in size
# Target sequence (P53350 whole entry, looked up, the tested form may be a part): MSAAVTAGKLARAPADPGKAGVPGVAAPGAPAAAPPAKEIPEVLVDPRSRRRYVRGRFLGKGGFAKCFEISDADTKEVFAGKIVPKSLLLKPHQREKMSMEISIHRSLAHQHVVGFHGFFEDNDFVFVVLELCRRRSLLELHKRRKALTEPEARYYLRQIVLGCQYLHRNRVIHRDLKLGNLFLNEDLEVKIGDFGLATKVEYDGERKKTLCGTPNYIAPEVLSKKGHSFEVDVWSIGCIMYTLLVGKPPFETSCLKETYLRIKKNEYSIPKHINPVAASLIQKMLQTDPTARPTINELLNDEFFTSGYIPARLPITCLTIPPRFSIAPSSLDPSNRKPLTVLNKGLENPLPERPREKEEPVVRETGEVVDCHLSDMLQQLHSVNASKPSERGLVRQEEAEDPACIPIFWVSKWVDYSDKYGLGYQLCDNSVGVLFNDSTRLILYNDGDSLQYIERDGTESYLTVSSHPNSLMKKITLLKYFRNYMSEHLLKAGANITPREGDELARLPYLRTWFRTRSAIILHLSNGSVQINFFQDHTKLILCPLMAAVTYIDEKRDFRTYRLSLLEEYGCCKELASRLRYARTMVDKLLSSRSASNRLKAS
# WRN helicase inh: blocks human WRN helicase | WRN helicase unwinding, fluorescent forked duplex, kinetic | Potency, µM (highest dose often 114 µM), for the others: at the highest dose activity change, negative = inhibition, most hits filed as inhibitors | hit rate 0.46% among 360,000 | AID 651768; note: potency is the fitted concentration of half-maximal effect; % is set by controls: 0 for no effect and ±100 for the full control effect; nearly all actives have a fitted effect of over 55% in size
#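 Kinetic fluorescence helicase assay: unwinding of a quenched forked DNA duplex (100 nM final) with 2 mM ATP final raises red fluorescence (525/598 nm). Compounds sat 15 min at room temperature with 20 nM WRN beforehand.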
# PI5P4K alpha inh: blocks human PI5P4K alpha kinase activity. P48426. PI5P4Kalpha enzyme, ADP-Glo luminescence, 60 min; hits give low values. max response, %. hit rate 1.2% among 330,000. AID 652105; active = max response of -50% or lower; inconclusive = between -30% and -50%; inactive = -30% or higher; note: value at the top dose of about 77 µM; % is set by controls: 0 for no effect and ±100 for the full control effect
# Target sequence (P48426 whole entry, looked up): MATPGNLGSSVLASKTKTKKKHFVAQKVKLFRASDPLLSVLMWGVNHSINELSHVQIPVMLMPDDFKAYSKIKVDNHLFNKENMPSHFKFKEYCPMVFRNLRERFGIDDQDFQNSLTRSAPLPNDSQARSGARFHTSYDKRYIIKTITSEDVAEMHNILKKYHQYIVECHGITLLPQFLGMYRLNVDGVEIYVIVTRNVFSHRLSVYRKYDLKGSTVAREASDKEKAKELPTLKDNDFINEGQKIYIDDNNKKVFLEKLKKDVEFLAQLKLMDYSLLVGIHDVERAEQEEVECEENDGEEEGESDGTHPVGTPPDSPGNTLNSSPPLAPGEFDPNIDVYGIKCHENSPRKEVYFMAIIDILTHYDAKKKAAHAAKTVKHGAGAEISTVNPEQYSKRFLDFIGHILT
#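 Quantitative HTS of the MLSMR library against PI5P4Kalpha with substrate. ATP added last at 5 microM final; room temperature, 60 minutes. Remaining ATP depleted, ADP converted and read as luminescence.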
# * = called active by the depositor; ? = inconclusive; / = no result given; & = joins results of further samples; [ ] = another dose, or the depositor's remark. Unless noted, calls come from the whole dose curve; as a rule, active = well fitted curve in the direction sought with a large enough effect; inconclusive = small, poorly fitted or top-dose-only effect, or another doubt; inactive = no such curve, though single readings can be large; an effect the other way counts as inactive or inconclusive.
1	CCOC(=O)C1Oc2ccccc2C(c2ccoc2)=C1C(=O)OC (stereo unspecified)
2	O=C(NNc1nc2c(F)cc(F)cc2s1)C1=COCCO1
3	CCN(CC)S(=O)(=O)c1ccc(NC(=O)C(C)N(c2ccccc2)S(C)(=O)=O)cc1 (stereo unspecified)
4	O=C1OC(c2ccccc2)=C/C1=C\N1CCOCC1
5	Cc1c(C(=O)Nc2ccc3c(c2)OCO3)oc2ccccc12
6	Cc1cc(=O)cc(C)n1-c1ccc(Br)cc1
7	O=C(COC(=O)c1cc2ccccc2o1)NCc1ccco1
8	CCc1ccccc1NC(=O)C1=CC(c2cccs2)=NS(=O)(=O)N1C
9	O=C1NC(Cc2ccccc2)c2nc3ccccc3c(=O)n2-c2ncccc21 (stereo unspecified)
10	CCNC(=O)c1c(O)c2c([nH]c1=O)CCCC2
assay / entry,1,2,3,4,5,6,7,8,9,10
PI5P4K alpha inh,0,3,-3,/,-4,13,-5,3,0,-4
IL2 activator,-0.5,1.6,-1.6,0.8,-4.4,-0.7,0.1,-1.7,-2.5,-0.5
WRN helicase inh,-7%,8%,7%,-9%,-32%,16µM*,0%,-2%,-1%,5%
Abeta rescue,-21%,12%,8%[9.22 µM],2%,-7%,-16%,-28%,-3%,0%,0%
FUS yeast rescue,-11%,9%,-7%,30%,14%,5%,-12%,-14%,35%,-7%
EPAC1 agonist,-14%,-3%,-5%,6%,0%,-7%,3%,-1%,-1%,-4%
PLK1 PBD inh,-12%,-5%,-2%,-11%,-6%,?,-18%,-9%,-1%,27µM*
EPAC1 antag,-3%,13%,?,-18%,-6%,9%,-8%,9%,-2%,-23%

# Reformatted with each value named: 4 of the compounds above
6) Cc1cc(=O)cc(C)n1-c1ccc(Br)cc1
  PI5P4K alpha inh = 13 | IL2 activator = -0.7 | WRN helicase inh = 16µM* | Abeta rescue = -16% | FUS yeast rescue = 5% | EPAC1 agonist = -7% | PLK1 PBD inh = ? | EPAC1 antag = 9%

7) O=C(COC(=O)c1cc2ccccc2o1)NCc1ccco1
  PI5P4K alpha inh = -5 | IL2 activator = 0.1 | WRN helicase inh = 0% | Abeta rescue = -28% | FUS yeast rescue = -12% | EPAC1 agonist = 3% | PLK1 PBD inh = -18% | EPAC1 antag = -8%

8) CCc1ccccc1NC(=O)C1=CC(c2cccs2)=NS(=O)(=O)N1C
  PI5P4K alpha inh = 3 | IL2 activator = -1.7 | WRN helicase inh = -2% | Abeta rescue = -3% | FUS yeast rescue = -14% | EPAC1 agonist = -1% | PLK1 PBD inh = -9% | EPAC1 antag = 9%

9) O=C1NC(Cc2ccccc2)c2nc3ccccc3c(=O)n2-c2ncccc21 (stereo unspecified)
  PI5P4K alpha inh = 0 | IL2 activator = -2.5 | WRN helicase inh = -1% | Abeta rescue = 0% | FUS yeast rescue = 35% | EPAC1 agonist = -1% | PLK1 PBD inh = -1% | EPAC1 antag = -2%

# The results go on:
11	CC(=O)OCC1CCCC2=C(C)C(=O)CCC21COC(C)=O (stereo unspecified)
12	CCOc1cc(-c2nnc(NC(=O)c3ccco3)o2)cc(OCC)c1OCC
13	Cc1ccc(SCC(=O)OCC(=O)N(CCC#N)c2ccccc2)cc1C
14	Cc1nc2ccccc2nc1-c1ccc([N+](=O)[O-])cc1
15	CC(NC(=O)CN1C(=O)NC2(CCCCCCC2)C1=O)c1ccccc1 (stereo unspecified)
16	COC(=O)[C@]12CCCCC=C1N(Cc1ccco1)C(=O)[C@H](CC(=O)NCC13CC4CC(CC(C4)C1)C3)C2
17	CCOC(=O)c1c(C)[nH]c(C(=O)COC(=O)C2CC2C)c1C (stereo unspecified)
18	CSc1nc2ccc(S(=O)(=O)N3CCOCC3)cc2s1
19	CCNc1nc(NC(C)(C)C)nc(SC(C(C)=O)C(C)=O)n1
20	Cc1occc1-c1nnc(SCC(=O)NC(=O)NC(C)C)n1N
assay / entry,11,12,13,14,15,16,17,18,19,20
PI5P4K alpha inh,-2,-2,-2,0,1,-5,-12,/,-4,/
IL2 activator,-5.2,-5.5,-3.2,-0.8,6.8,-0.3,-0.2,-0.8,1.8,2.4
WRN helicase inh,-4%,1%,-7%,-11%,2%,-12%,2%,0%,0%,2%
Abeta rescue,5%,15%,5%,-10%,4%,4%,7%,17%,4%,-22%
FUS yeast rescue,/,10%,23%,17%,/,?,5%,-6%,16%,26%
EPAC1 agonist,2%,5%,3%,13%,2%,-9%,-5%,-4%,-8%,5%
PLK1 PBD inh,5%,-10%,-1%,-1%,-6%,-6%,-4%,-6%,-26%,-6%
EPAC1 antag,-6%,4%,-9%,2%,11%,-13%,5%,4%,0%,4%

21	O=C1N[C@@H](Cc2ccccc2)[C@@H](c2ccco2)O1
22	COc1ccc2c(c1)c(C(=O)O)c(C)n2-c1ccc(Cl)cc1
23	CN1CCN(S(=O)(=O)c2cccc(C(=O)N(C)C(c3ccccc3)c3ccccc3)c2)CC1
24	COc1ccc(Cl)c(NC(=O)C/C(C)=N/NC(=O)CCc2ccccc2)c1
25	CCCCn1c(N)c(N(CC(C)C)C(=O)c2cc(-c3ccc(F)cc3)nc3ccccc23)c(=O)[nH]c1=O
26	c1coc(Cn2c(-c3ccco3)nc3ccccc32)c1
27	O=C(c1cccs1)N1CCN(c2ncccn2)CC1
28	CC1=NN(C(=S)Nc2ccccc2)C(c2ccccc2)C1 (stereo unspecified)
29	CN1C(C(=O)Nc2ccc(F)cc2F)=CC(c2cccs2)=NS1(=O)=O
30	Clc1ccc2nc(-c3ccc4c(c3)OCO4)cn2c1
assay / entry,21,22,23,24,25,26,27,28,29,30
PI5P4K alpha inh,-2,-2,-3,0,0,-13,-2,0,-2,3
IL2 activator,0.1,-1.8,-3.0,-2.8,1.0,-0.6,-2.1,-0.5,-0.3,-4.0
WRN helicase inh,1%,-2%,10%,-7%,-6%,-28%,1%,-6%,-5%,5%
Abeta rescue,-17%,11%,4%,4%,-10%,-47%[inhibitor],14%,-60%[inhibitor],-6%&-1%,-11%
FUS yeast rescue,-4%,1%,17%,-5%,25%,-16%,2%,29%,-24%&11%,-7%
EPAC1 agonist,-2%,8%,2%,1%,9%,2%,5%,6%,-17%,-1%
PLK1 PBD inh,-8%,-4%,-10%,2%,-2%,-7%,-3%,-2%,6%,-4%
EPAC1 antag,-4%,-27%,16%,-19%,-13%,-10%,-2%,-10%,-11%,8%

31	Cc1ccc(-c2nnn(Cc3nc(N)nc(N4CCOCC4)n3)n2)cc1
32	O=C(CCCOC(=O)c1ccc(O)cc1O)c1ccc(Br)cc1
33	Cc1nn(-c2ccccc2)c(Cl)c1/C=C(\CC(=O)O)c1nc2ccccc2s1
34	O=S1(=O)N=C2CCCCCN2C(c2ccncc2)N1 (stereo unspecified)
35	COc1cccc(CCNC(=O)C2CCC(=O)N(Cc3cccc(OC)c3)C2)c1 (stereo unspecified)
36	Cc1ccc(C(=O)Nn2c(C)nc3ccccc3c2=O)cc1C
37	O=C1OCCN1C(=O)[C@H]1[C@H](c2ccc(Cl)cc2)C(c2ccccc2)=NN1c1ccc(Br)cc1
38	COc1ccc(C(=O)NC(=S)N2CCCCC2c2cccnc2)cc1OC (stereo unspecified)
39	CCOc1ccccc1NC(=O)C(c1ccccc1)N1CCN(CC(=O)N2CCCC2)CC1 (stereo unspecified)
40	COc1c(C)cc(C(=O)C2CCCN(S(=O)(=O)N(C)C)C2)cc1C (stereo unspecified)
assay / entry,31,32,33,34,35,36,37,38,39,40
PI5P4K alpha inh,-1,-11,-3,-4,-4,3,24,-4,2,0
IL2 activator,-0.3,-5.3,0.2,-1.2,-1.0,-2.9,0.1,-0.4,-0.3,1.6
WRN helicase inh,-4%,-2%,-12%,7%[57.1 µM],0%,-6%,-8%,2%,3%,-11%
Abeta rescue,9%,-6%,-95%[inhibitor],-7%,-6%,-16%,21%,-18%,-17%,28%
FUS yeast rescue,-25%,-11%,?,-15%,13%,-19%,33%,-8%,-15%,0%
EPAC1 agonist,3%,3%,-15%,-4%,-3%,12%,-2%,-27%,2%,-1%
PLK1 PBD inh,-1%,-2%,-17%,-5%,-1%,-3%,-17%,-29%,-11%,-8%
EPAC1 antag,-12%,10%,1%,-14%,9%,7%,-5%,-7%,-3%,-17%

41	COc1ccc(CCNC(=O)C2CCCN2C(=O)NC2CCCCC2)cc1OC (stereo unspecified)
42	COc1cc(C=NNc2ccc(S(=O)(=O)Nc3ccccc3C(=O)O)cc2[N+](=O)[O-])ccc1O
43	Cc1ccc(C(=O)NNC(=O)CSc2nnc(C(C)C)n2C)cc1
44	COc1ccc(/C=N/n2c(SC)nnc(C(C)(C)C)c2=O)cc1OC
45	CC(=O)Nc1ccc2[nH]c(C)c(CC=C(Cl)Cl)c(=O)c2c1
46	CC(C)c1ccc(OCC(O)CN2CCCC2)cc1 (stereo unspecified)
47	C/C(=N\NC(=O)c1nnn(-c2nonc2N)c1CSc1ccccc1)c1ccc2c(c1)OCO2
48	O=C(Nc1ccc(Cl)cc1)c1ccc(-n2cncn2)c([N+](=O)[O-])c1
49	O=C1c2ccccc2N[C@@H]2C=CC[C@@H]2N1O
50	C/C(=N\N(c1ccccc1)c1ccccc1)c1ccc(N)cc1
51	O=C1c2cccc3cccc(c23)C(=O)N1c1ccncc1
52	COc1ccc(S(=O)(=O)CC2(O)CCN(C(=O)C(C)(C)C)CC2)cc1
53	Cc1sc2ncn(CC(=O)NCCN3CCOCC3)c(=O)c2c1S(=O)(=O)N1CCC(C)CC1
assay / entry,41,42,43,44,45,46,47,48,49,50,51,52,53
PI5P4K alpha inh,10,-69*,1,12,1,4,1,18,0,16,-1,-7,/
IL2 activator,1.8,1.5,0.4,0.2,-2.2,-1.7,0.6,-0.4,0.3,-0.5,2.5,-1.1,2.3
WRN helicase inh,-11%,79µM*,8%,-5%,-3%,-1%,4%,-10%,1%,-10%,3%,-2%,-4%
Abeta rescue,-5%,-10%,-1%,-8%,-8%,-8%,4%,10%,-21%,?,-15%,0%,12%
FUS yeast rescue,17%,12%,3%,17%,21%,-11%,-12%,/,-8%,20%,19%,-3%,-17%
EPAC1 agonist,2%,-4%,6%,-6%,10%,5%,12%,-7%,-16%,-2%,0%,3%,-1%
PLK1 PBD inh,-1%,?,-4%,-5%,-9%,-2%,-6%,2%,-6%,4%,-3%,-6%,1%
EPAC1 antag,-2%,89µM*,19%,-19%,-1%,3%,16%,2%,-1%,-10%,-25%,-20%,10%

# Screens: PubChem BioAssay, National Center for Advancing Translational Sciences (NCATS)
